# IL2 activator: qHTS of IL-2 Activators | 0.065% of 360,000 active | activation, % (series mostly up to about 46 µM) | IL-2 activation reporter assay, cell-based qHTS; stimulated with anti-CD3/CD4/CD28 beads; in transgenic mouse T cells | AID 652025, 2013; in the data active = activation above about 50%; inconclusive = mostly about 30% to 49%; also: 0% is about no effect
#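 EGFP and DsRed fluorescence is measured by plate cytometry in unstimulated transgenic mouse T cells exposed to compound for 60 minutes, then stimulated 18 hours at 37 degrees C with anti-CD3/anti-CD4 beads plus anti-CD28.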
# DRD3 antagonist: qHTS of D3 Dopamine Receptor Antagonist: qHTS | D(3) dopamine receptor (Homo sapiens), P35462 | max response, negative = inhibition, % | 2.5% of 360,000 active | D3R cells, DiscoveRx beta-arrestin luminescence, antagonist mode; hits give low values; in the data active = max response below about -50%; inconclusive = no clear call, values can overlap the other calls; also: % is scaled to controls: 0 for no effect and ±100 for the full control effect; mostly tested at two doses, the higher about 12 µM
# Target sequence (P35462 whole entry, looked up): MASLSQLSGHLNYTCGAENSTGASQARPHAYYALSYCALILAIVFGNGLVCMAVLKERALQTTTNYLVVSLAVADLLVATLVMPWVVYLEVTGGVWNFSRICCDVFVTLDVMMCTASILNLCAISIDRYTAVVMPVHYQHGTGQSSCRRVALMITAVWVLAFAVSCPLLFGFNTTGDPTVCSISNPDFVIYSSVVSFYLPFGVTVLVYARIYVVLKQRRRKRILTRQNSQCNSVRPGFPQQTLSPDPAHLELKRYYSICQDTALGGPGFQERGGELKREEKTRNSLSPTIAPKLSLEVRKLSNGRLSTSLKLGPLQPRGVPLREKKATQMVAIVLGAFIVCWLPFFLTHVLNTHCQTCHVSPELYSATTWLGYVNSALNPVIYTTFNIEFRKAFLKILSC
#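 Cells plated overnight at 1500 cells/well, then exposed to library compounds with dopamine controls for 90 minutes at 37 degrees C. DiscoveRx reagent added for 30–60 minutes at room temperature; luminescence read, quantitative HTS format.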
# PI5P4Ka inh: qHTS for Inhibitors of phosphatidylinositol 5-phosphate 4-kinase (PI5P4K). Phosphatidylinositol 5-phosphate 4-kinase type-2 alpha (Homo sapiens), P48426. PI5P4Kalpha enzyme, ADP-Glo luminescence, 60 min; hits give low values. max response, %. 1.2% of 330,000 active; active = max response of -50% or lower; inconclusive = between -30% and -50%; inactive = -30% or higher; also: value at the top dose of about 77 µM; % is scaled to controls: 0 for no effect and ±100 for the full control effect
#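 Compounds were pin-transferred onto PI5P4Kalpha and substrate in HEPES pH 7.4 buffer with EGTA, CHAPS and 5% DMSO. ATP (5 microM final) started the reaction, which ran 60 minutes at room temperature before ADP-Glo detection.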
# WRN inhibitor: qHTS for Inhibitors of WRN Helicase; Bifunctional 3'-5' exonuclease/ATP-dependent helicase WRN (Homo sapiens), Q14191; WRN helicase unwinding, fluorescent forked duplex, kinetic; Potency, µM (highest dose often 114 µM), without a hit: at the top dose activity change, negative = inhibition, actives largely listed as inhibitors; 0.46% of 360,000 active; also: potency is read from the fitted curve at half-maximal effect; % is scaled to controls: 0 for no effect and ±100 for the full control effect; nearly all actives have a fitted effect of over 55% in size
#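 Enzyme (20 nM final) and test compound sit together 15 min at room temperature before substrate addition. Substrate is a single-forked duplex oligonucleotide (100 nM) labelled with fluorophore and quencher, with 2 mM ATP; helicase unwinding raises red fluorescence, read kinetically.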
# PLK1 PBD inh: qHTS for Inhibitors of PLK1-PDB (polo-like kinase 1 - polo-box domain): Primary Screen; Plk1 PBD binding of FITC phosphopeptide, fluorescence polarization; Potency, µM, for inactives: max response, negative = inhibition, usual class: inhibitors; 2.8% of 360,000 active; AID 720504, 2013; also: potency is read from the fitted curve at half-maximal effect; series mostly up to about 57 µM; % is scaled to controls: 0 for no effect and ±100 for the full control effect; nearly all actives have a fitted effect of over 65% in size
# Target sequence (P53350 whole entry, looked up, the tested form may be a part): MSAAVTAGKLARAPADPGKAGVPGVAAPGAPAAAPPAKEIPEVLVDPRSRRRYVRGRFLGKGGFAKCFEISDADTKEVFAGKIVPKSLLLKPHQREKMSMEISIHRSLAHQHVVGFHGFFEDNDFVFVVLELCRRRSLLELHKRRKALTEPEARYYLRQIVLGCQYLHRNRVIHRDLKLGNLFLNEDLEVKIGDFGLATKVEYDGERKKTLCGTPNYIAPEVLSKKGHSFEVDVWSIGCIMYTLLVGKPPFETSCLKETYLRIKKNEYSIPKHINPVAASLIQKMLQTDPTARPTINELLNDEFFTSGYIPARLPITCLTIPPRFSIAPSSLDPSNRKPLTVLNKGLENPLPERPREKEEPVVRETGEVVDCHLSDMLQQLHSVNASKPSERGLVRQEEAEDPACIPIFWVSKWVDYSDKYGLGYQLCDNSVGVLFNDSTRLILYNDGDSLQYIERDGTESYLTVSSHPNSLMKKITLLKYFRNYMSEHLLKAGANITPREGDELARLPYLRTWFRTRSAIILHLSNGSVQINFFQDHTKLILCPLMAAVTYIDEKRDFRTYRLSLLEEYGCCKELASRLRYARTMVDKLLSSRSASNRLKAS
# GLP1R cytotox: qHTS of GLP-1 Receptor Inverse Agonists: Cytotox Screen; HEK293 cAMP-luciferase reporter cells, luminescence, 24 h; Potency, µM (titrated, usually from 38.3 µM), for inactives: at the top dose activity change, negative = inhibition, most hits filed as inhibitors; 0.13% of 410,000 active; AID 624418, 2012;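 also: loss of luciferase light is scored as toxicity; potency is read from the fitted curve at half-maximal effect; % is scaled to controls: 0 for no effect and ±100 for the full control effect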
#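 Step one: seed cells (200 cells/uL, DMEM with 10% Nu serum, 1% pen-strep). Step two: 12-hour incubation at 37 deg C. Step three: pin 23 nL compound, incubate 24 hr. Step four: add luciferase reagent, read luminescence 12 min later.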
# GLP-1R inv ag: qHTS of GLP-1 Receptor Inverse Agonists (Inhibition Mode); 1.6% of 410,000 active; Glucagon-like peptide 1 receptor (Homo sapiens), P43220; Potency, µM (top dose mostly 38.3 µM), for inactives: at the highest dose activity change, negative = inhibition, most hits filed as inhibitors; AID 624417, 2012; HEK293 GLP-1R CRE-luciferase, luminescence, 24 h; GLP-1R form is constitutively active; also: potency is read from the fitted curve at half-maximal effect; % is scaled to controls: 0 for no effect and ±100 for the full control effect; nearly all actives have a fitted effect of over 55% in size
#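 Seeding at 200 cells/uL, 12 h culture, 24 hr compound treatment, then luciferase reagent and a luminescence read; cells are HEK293 stably expressing a constitutively active GLP-1R plus cAMP-responsive luciferase.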
# GLP1R ag: qHTS of GLP-1 Receptor Agonists | Glucagon-like peptide 1 receptor (Homo sapiens), P43220 | HEK293 GLP-1R CRE-luciferase, luminescence, 4-6 h; cells express a hypersensitive GLP-1R form | Potency, µM (titrated, usually from 45.6 µM), for the others: at the highest dose activation, most hits filed as activators | 0.007% of 380,000 active | AID 624172, 2012; also: potency is read from the fitted curve at half-maximal effect; % of control where 0% means no effect
# D3 ag: qHTS of D3 Dopamine Receptor Agonist: qHTS; max activation, %; 0.58% of 410,000 active; D3R DiscoveRx beta-arrestin cells, luminescence, 90 min; in the data active = max activation above about 30%; also: 0% is about no effect; mostly tested at two doses, the higher about 12 µM
#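 Agonist mode: compounds and dopamine controls were applied to plated cells for 90 min at 37 degrees C after an overnight attachment at 1500 cells/well. Luminescent read-out followed 30 - 60 minutes at room temperature with DiscoveRx detection reagent.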
# Numbers without * were called inactive; ? = inconclusive; / = not tested or not shown; & = joins results of further samples; [ ] = another dose, or the depositor's remark. Unless noted, calls follow the shape of the dose curve; as a rule, active = well fitted curve in the direction sought with a large enough effect; inconclusive = small, poorly fitted or top-dose-only effect, or another doubt; inactive = no such curve, though single readings can be large; an effect the other way counts as inactive or inconclusive.
SMILES,IL2 activator,DRD3 antagonist,PI5P4Ka inh,WRN inhibitor,PLK1 PBD inh,GLP1R cytotox,GLP-1R inv ag,GLP1R ag,D3 ag
O=C(C[C@H]1C/C=C/CC[C@@H](Cc2ccc(F)cc2)C(=O)O[C@@H](c2ccccc2)CNC1=O)NCCO,-0.2,0,0,8%,-10%,-26%,-8%,-2%,6
COc1ccc(CC(=O)Nc2ccc(S(=O)(=O)NC(C)C)cc2)cc1,-0.3,-13,/,-2%,-6%,4%,5%,13%,6
OC(Cc1ccnc2ccccc12)C(Cl)(Cl)Cl (stereo unspecified),-0.8,13,6,2%,-5%,2%,?,7%,13
O=C1CN(C(=O)c2ccccc2)C(c2ccc(F)cc2)c2cc(Br)ccc2N1 (stereo unspecified),-3.2,10,-15,-7%,0%,-19%&-4%,?,4%,15&6
CC(CCc1ccccc1)NC(=O)COC(=O)c1ccccc1Br (stereo unspecified),1.9,11,0,-2%,-6%,-36%,-23%,21%,7
COC(=O)c1cc(C)sc1NC(=O)CN1CCN(C(=O)C2CCCO2)CC1 (stereo unspecified),-0.5,8,3,-19%,-4%,-9%,37%[activator],18%,4
O=C(COc1ccccc1N1C(=O)C2C3C=CC(C3)C2C1=O)c1ccccc1 (stereo unspecified),1.7,12,-4,3%,2%,-13%,-16%,-2%,-2
CN(C)C(=O)CN1C(=O)NC(c2ccccc2)(c2ccccc2)C1=O,0.6,15,0,9%,-1%,-2%,9%,7%,5
COc1ccc2c(CC(=O)Nc3ccc(N4CCOCC4)cc3)coc2c1,0.2,4,-4,6%,6%,-20%,16%,10%,3
Cc1nn(C)c(Cl)c1C(=O)NCC(=O)O,0.1,10,3,18%,-1%,-7%,-16%,0%,1
Nc1ccc2c(c1)C(O)c1ccc(Cl)cc1-2 (stereo unspecified),-0.7,-10,7,-5%,-7%,-7%,?,6%,1
S=c1[nH]nc(-c2ccc(Cl)cc2)n1Cc1ccccc1,-2.3,-14,/,-1%,-30%,-6%,-23%,0%,-5
COC(=O)C(C)N(c1ccc(OC)cc1)S(C)(=O)=O (stereo unspecified),0.6,-1,-2,1%,-7%,4%[7.66 µM],-6%[7.66 µM],4%,0
CC(=O)Nc1ccc(NC(=O)c2ccc(-c3ccc([N+](=O)[O-])cc3)o2)cc1,2.7,-17,0,8%,-12%,-4%,11%,1%,-4
CCOc1ccc(C(=O)OCC(=O)Nc2cc(S(=O)(=O)N3CCOCC3)ccc2N2CCOCC2)cc1,0.1,9,-1,5%,1%,6%,17%,-5%,6
CCCCOP(=O)(OCCCC)C(Nc1ccccc1)c1ccc2c(c1)OCO2 (stereo unspecified),0.0,25,14,-2%,-2%,-8%,7.9µM*,-32%[inhibitor],1
COC(=O)Nc1sc2c(c1C(=O)N1CCOCC1)CCC(C)C2 (stereo unspecified),-0.8,-13,/,-7%,27µM*,-7%,0%,2%,-9
COc1cc(C(=O)c2ccccc2)c(OC)cc1C(=O)Nc1ccc(O)cc1,-3.8,14,-2,-17%,-7%,-22%,?,16%,3
O=C(Oc1ccccc1Cl)c1ccc(N2CCOCC2)c([N+](=O)[O-])c1,-0.9,11,3,-15%,-14%,-7%,15%,0%,3
O=C(OCC(=O)N(Cc1ccccc1)Cc1ccccc1)c1cccc(O)c1,-1.6,-4,-6,3%,4%,-8%,4%,-1%,5
CCN(CC)S(=O)(=O)c1cc(OC)ccc1N=Nc1ccc(O)c2ncccc12,-3.9,-108*,-16,-7%,-20%,0%,-10%,-8%,-7
O=C(Nc1nc2ccccc2s1)c1ccc(Cl)s1,-2.0,28,-6,-4%,-17%,4%,-14%,11%,5
Cc1cc(C)nc(SCC(=O)NC2=NC(=O)C(C)S2)n1 (stereo unspecified),-0.6,11,/,-7%,?,2%,3%,-6%,-3
Cc1ccc(N2CC(C(=O)NCCS(=O)(=O)N3CCN(c4ccccc4)CC3)CC2=O)cc1 (stereo unspecified),-1.7,13,0,-2%,-27%,1%&4%,4%&8%,0%,7&2
CCc1ccc(N=C2NC(=O)/C(=C/c3ccc(OCC(=O)O)cc3)S2)cc1,0.2,11,?,?,-29%,0%,19%,-5%,-2
Cc1ccc(C(=O)Nc2ccc(N3CCN(C(=O)c4ccco4)CC3)cc2)c(Cl)c1,-0.4,-4,-15,-10%[11.6 µM],-2%,-9%,?,10%,4
CC(CCc1ccccc1)NC(=O)Cc1cccs1 (stereo unspecified),0.2,1,-17,-7%,-5%,6%,-7%,3%,6
CN(C(=O)COC(=O)c1cn(-c2ccccc2)nc1-c1ccccc1)C1CCS(=O)(=O)C1 (stereo unspecified),-3.4,7,0,-12%,2%,-17%,?,9%,-8
COc1cc(C(C)=O)ccc1Oc1ncnc2c1cnn2-c1cccc(Cl)c1,-1.5,37,2,-18%,5%,4%,-7%,-8%,5
O=C(COC(=O)COc1ccc(Br)cc1)NC1CCCC1,-4.2,4,8,0%,-1%,-5%,7%,-3%,7
CCOc1ccc2c(c1)C(N(CCN1CCOCC1)C(=O)Nc1ccc(OC)cc1OC)CC(C)(C)O2 (stereo unspecified),-0.4,21,-1,-2%,3%,-4%,?,1%,-14
Cc1ccc(S(=O)(=O)N/N=C/c2cccs2)cc1,-1.4,-6,1,-1%,-17%,2%,4%,6%,1
CCCc1cc(=O)oc2c(C)c(OCC(=O)NC3CCN(Cc4ccccc4)CC3)ccc12,-4.4,-29,-1,9%,-13%,-27%,10%,1%,-20
Cc1ccnc(NC(c2ccccn2)c2c(C)[nH]c3ccccc23)c1 (stereo unspecified),-2.4,13,-3,-18%,12µM*,?,?,1%,8
O=C(OCC(=O)N1CCOCC1)c1ccc(Cl)cc1[N+](=O)[O-],0.8,-9,-1,7%,-20%,-8%,17%,7%,2
Cc1cc(OC(F)F)ccc1NC(=S)NC1CCCC1,-2.3,3,2,-1%,-2%,?,?,1%,6

# Single records, from the list above:
# CCOc1ccc(C(=O)OCC(=O)Nc2cc(S(=O)(=O)N3CCOCC3)ccc2N2CCOCC2)cc1 across the screens: IL2 activator: 0.1; DRD3 antagonist: 9; PI5P4Ka inh: -1; WRN inhibitor: 5%; PLK1 PBD inh: 1%; GLP1R cytotox: 6%; GLP-1R inv ag: 17%; GLP1R ag: -5%; D3 ag: 6
# Nc1ccc2c(c1)C(O)c1ccc(Cl)cc1-2 (stereo unspecified) across the screens: IL2 activator: -0.7; DRD3 antagonist: -10; PI5P4Ka inh: 7; WRN inhibitor: -5%; PLK1 PBD inh: -7%; GLP1R cytotox: -7%; GLP-1R inv ag: ?; GLP1R ag: 6%; D3 ag: 1

# Looked up above.
# Result of `Cc1ccc(N2CC(C(=O)NCCS(=O)(=O)N3CCN(c4ccccc4)CC3)CC2=O)cc1` (stereo unspecified) in GLP1R cytotox: 1%&4%
# Result of `OC(Cc1ccnc2ccccc12)C(Cl)(Cl)Cl` (stereo unspecified) in GLP1R ag: 7%

# (listing goes on)
SMILES,IL2 activator,DRD3 antagonist,PI5P4Ka inh,WRN inhibitor,PLK1 PBD inh,GLP1R cytotox,GLP-1R inv ag,GLP1R ag,D3 ag
Cc1cccc(NC(=S)N/N=C/C(C)c2ccccc2)c1C (stereo unspecified),-0.1,-1,-30,-8%,?,?,?,6%,3
O=C1N/C(=N/N=C/c2ccc(F)cc2)SC1c1ccccc1 (stereo unspecified),-0.5,-4,-3,7%,-20%,7%,10%,-2%,-1
C/C=C(/C)C(=O)OC1Cc2c(ccc3ccc(=O)oc23)OC1(C)C (stereo unspecified),0.2,2,-1,0%,3%,12%,?,-5%,0
COc1ccc(OCc2nnc(SC(C)C(=O)Nc3ccc(N4CCOCC4)cc3)n2C)cc1 (stereo unspecified),0.2,-77*,0,-25%,-5%,6%,6%,27%,-11
CCN(CC)C1=C(Cl)C(=O)C(Cl)C12OCCO2 (stereo unspecified),-2.7,-15,4,1%,-7%,12%,-14%,5%,-3
COc1ccc(OCC2CCNCC2)cc1,0.5,-15,-1,2%,-8%,-8%,-2%,-6%,3
COc1ccc(C(C(=O)Nc2c(C)cccc2C)n2c(=O)c(-c3ccccc3)nc3ccccc32)cc1 (stereo unspecified),-0.6,-17,2,-2%,-13%,-7%,?,/,-12
O=C(CSC1=NCCS1)Nc1nc(-c2ccccc2)cs1,-0.5,-4,-5,-27%,-11%,-1%,-6%,-7%,3
CCc1ccc(/C=C2\SC(=S)N(CCCC(=O)Nc3ccccc3C(=O)O)C2=O)cc1,-0.8,13,?,?,21µM*,1%,-29%,-5%,4
Cc1noc(C)c1CSc1cc(C)c2ccccc2n1,-3.0,-6,/,-9%[57.1 µM],-4%,6%,-20%,17%,-10
Cc1cccc(OCCCn2c(=O)sc3ccccc32)c1,-2.4,0,9,-1%,-5%,16%,?,19%,0
COc1cc2c(cc1/C=C1/NC(=O)N(c3ccccc3)C1=O)OCO2,-0.3,-4,-8,-15%[57.1 µM],-4%,10%[1.53 µM],25%,-11%,-2
CCCCNC(=O)c1cc([N+](=O)[O-])[nH]n1,0.0,18,7,3%,0%,-1%,7%,-2%,5
Cc1ccc(S(=O)(=O)N2[C@@H](c3ccc(C(C)(C)C)cc3)C(C(=O)O)=CC[C@H]2c2cccs2)cc1,0.1,10,5,-5%,24µM*,1%,?,0%,10
O=C(COC(=O)CCSc1ccccc1)NCc1ccc(F)cc1,-3.5,5,1,-7%,?,13%,13%,2%,0
O=P(c1ccccc1)(c1ccccc1)C(O)c1ccco1 (stereo unspecified),0.8,-15,5,8%,-16%,-19%,-1%,-2%,-2
CC(/C=C/c1ccccc1)=N\NC(=O)C1CC1(C)c1ccccc1 (stereo unspecified),-2.7,50,13,-2%,0%,-3%,-12%,8%,12

# Screens from PubChem.
